EPAC1 antag – qHTS for Antagonist of cAMP-regulated guanine nucleotide exchange factor 3 (EPAC1): primary screen; Rap guanine nucleotide exchange factor 3 (Homo sapiens), O95398; EPAC1 GEF assay, Rap1b-BODIPY-GDP exchange fluorescence; Potency, µM (titrated, usually from 115 µM), without a hit: top-dose activity change, negative = inhibition, most hits filed as inhibitors; hit rate 0.14% among 360,000;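 also: potency is read from the fitted curve at half-maximal effect; plate controls were vehicle for no effect and positive control for full effect; nearly all actives have a fitted effect of over 50% in size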
WRN helicase inh – qHTS for Inhibitors of WRN Helicase; Bifunctional 3'-5' exonuclease/ATP-dependent helicase WRN (Homo sapiens), Q14191; WRN helicase unwinding, fluorescent forked duplex, kinetic; Potency, µM (top dose mostly 114 µM), inactives show top-dose activity change, negative = inhibition, most hits filed as inhibitors; hit rate 0.46% among 360,000; also: potency is read from the fitted curve at half-maximal effect; % is scaled to controls: 0 for no effect and ±100 for the full control effect; nearly all actives have a fitted effect of over 55% in size
Target sequence (Q14191 whole entry, looked up): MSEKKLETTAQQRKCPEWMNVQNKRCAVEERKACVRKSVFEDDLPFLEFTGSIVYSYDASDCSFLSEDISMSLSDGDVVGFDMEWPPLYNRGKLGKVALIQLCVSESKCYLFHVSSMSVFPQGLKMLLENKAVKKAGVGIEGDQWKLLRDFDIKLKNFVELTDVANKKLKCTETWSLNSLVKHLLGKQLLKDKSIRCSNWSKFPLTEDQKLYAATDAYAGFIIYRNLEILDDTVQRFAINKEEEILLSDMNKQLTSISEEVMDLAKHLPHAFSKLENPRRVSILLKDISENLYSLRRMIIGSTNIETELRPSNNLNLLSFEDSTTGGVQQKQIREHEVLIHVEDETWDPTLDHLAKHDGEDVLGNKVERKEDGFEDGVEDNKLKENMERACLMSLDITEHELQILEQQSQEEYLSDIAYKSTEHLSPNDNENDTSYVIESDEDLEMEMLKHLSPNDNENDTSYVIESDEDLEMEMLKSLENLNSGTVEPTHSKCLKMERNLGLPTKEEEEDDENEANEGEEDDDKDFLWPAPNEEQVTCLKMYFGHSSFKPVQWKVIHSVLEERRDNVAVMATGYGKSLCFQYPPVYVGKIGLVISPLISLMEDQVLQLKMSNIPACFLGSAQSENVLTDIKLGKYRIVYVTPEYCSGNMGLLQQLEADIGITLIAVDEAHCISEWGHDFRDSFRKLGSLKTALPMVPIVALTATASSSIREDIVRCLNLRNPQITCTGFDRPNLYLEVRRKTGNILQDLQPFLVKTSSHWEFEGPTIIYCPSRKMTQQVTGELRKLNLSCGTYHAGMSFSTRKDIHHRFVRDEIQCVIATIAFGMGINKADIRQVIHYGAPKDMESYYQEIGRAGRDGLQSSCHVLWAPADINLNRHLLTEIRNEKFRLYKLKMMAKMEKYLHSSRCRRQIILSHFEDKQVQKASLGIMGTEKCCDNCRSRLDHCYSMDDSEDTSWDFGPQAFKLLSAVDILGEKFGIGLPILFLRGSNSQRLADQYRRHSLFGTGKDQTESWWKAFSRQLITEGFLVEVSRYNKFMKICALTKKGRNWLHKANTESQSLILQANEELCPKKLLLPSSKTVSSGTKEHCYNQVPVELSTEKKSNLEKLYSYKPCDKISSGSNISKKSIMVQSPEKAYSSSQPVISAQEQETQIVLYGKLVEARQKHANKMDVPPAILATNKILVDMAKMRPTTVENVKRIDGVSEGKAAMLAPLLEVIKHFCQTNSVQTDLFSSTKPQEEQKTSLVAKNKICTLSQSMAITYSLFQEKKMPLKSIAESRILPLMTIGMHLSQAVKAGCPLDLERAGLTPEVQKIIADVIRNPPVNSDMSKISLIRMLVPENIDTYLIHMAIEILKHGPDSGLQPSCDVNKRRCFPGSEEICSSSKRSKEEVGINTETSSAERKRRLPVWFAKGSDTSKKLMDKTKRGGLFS
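Kinetic fluorescence helicase assay: unwinding of a quenched forked DNA duplex (100 nM final) with 2 mM ATP final raises red fluorescence (525/598 nm). Compounds sat 15 min at room temperature with 20 nM WRN beforehand.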
PI5P4K alpha inh – qHTS for Inhibitors of phosphatidylinositol 5-phosphate 4-kinase (PI5P4K); max response, %; AID 652105, 2013; PI5P4Kalpha enzyme, ADP-Glo luminescence, 60 min; hits give low values; Phosphatidylinositol 5-phosphate 4-kinase type-2 alpha (Homo sapiens), P48426; hit rate 1.2% among 330,000; active = max response of -50% or lower; inconclusive = between -30% and -50%; inactive = -30% or higher; also: value at the top dose of about 77 µM; % is scaled to controls: 0 for no effect and ±100 for the full control effect
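Enzyme plus substrate dispensed, test compounds pinned in, then ATP (5 microM final) added. After 60 min at RT, ADP-Glo reagent 1 for 45 min and reagent 2 for 30 min preceded luminescence imaging.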
aSyn rescue – qHTS of alpha-syn Inhibitors | Yeast expressing alpha-synuclein, growth rescue, BacTiter-Glo, 24 h | Potency, µM (doses to about 46.1 µM), for the others: at the top dose growth rescue (activation), most hits filed as activators | hit rate 0.14% among 370,000 | AID 652106, 2013; also: potency is read from the fitted curve at half-maximal effect; % of control where 0% means no effect; nearly all actives have a fitted effect of over 65% in size
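Screening used galactose-induced yeast with toxic alpha-synuclein levels, exposed to compound for 24 hr at 30 deg C. Cell growth, read with BacTiter-Glo luminescence, gave the measured signal.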
Abeta rescue – qHTS for compounds that reverse cellular toxicity of Amyloid beta (A-beta) peptide in yeast: Primary Screen | AID 1347071, 2019 | yeast expressing A-beta42, growth rescue, OD600, 48 h; response scale: 0% DMSO, 100% iron-clioquinol control | hit rate 0.063% among 410,000 | Potency, µM (top dose mostly 46.1 µM), for the others: at the top dose growth rescue, actives largely listed as activators; also: potency is read from the fitted curve at half-maximal effect; nearly all actives have a fitted effect of over 55% in size
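Growth rescue measured by 600 nm absorbance after 48 h yeast culture at 30 C with compound. Values normalized between DMSO and an equimolar ferric chloride plus clioquinol control.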
PLK1 PBD block – qHTS for Inhibitors of PLK1-PDB (polo-like kinase 1 - polo-box domain): Primary Screen; Serine/threonine-protein kinase PLK1 (Homo sapiens), P53350; Plk1 PBD binding of FITC phosphopeptide, fluorescence polarization; Potency, µM, for the others: max response, negative = inhibition, most hits filed as inhibitors; hit rate 2.8% among 360,000; AID 720504, 2013; also: potency is read from the fitted curve at half-maximal effect; series mostly up to about 57 µM; % is scaled to controls: 0 for no effect and ±100 for the full control effect; nearly all actives have a fitted effect of over 65% in size
FUS suppressor – qHTS for Suppressors of FUS Proteinopathy: Primary screen using FUS-linked yeast assay | S. cerevisiae FUS-expressing, growth rescue, OD600, 24 h | Potency, µM (titrated, usually from 76.6 µM), without a hit: at the highest dose growth rescue (activation), usual class: activators | hit rate 0.24% among 390,000;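 also: potency is read from the fitted curve at half-maximal effect; plate controls were DMSO vehicle for no effect and reference control for full effect; nearly all actives have a fitted effect of over 55% in size; some results filed as inactive show a strong effect at the top dose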
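S. cerevisiae expressing FUS from galactose induction served as the toxicity model. Growth after 24hr at 30C, read as absorbance at 600 nm, indicates suppression of toxicity; compounds dosed at several concentrations.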
EPAC1 ag – qHTS for Agonist of cAMP-regulated guanine nucleotide exchange factor 3 (EPAC1): primary screen | Rap guanine nucleotide exchange factor 3 (Homo sapiens), O95398 | EPAC1 agonist qHTS, biochemical assay; response scale: 100% = response to 6.5 mM cAMP | Potency, µM (highest dose often 154 µM), for inactives: top-dose activation, actives largely listed as activators | hit rate 0.073% among 360,000; also: potency is read from the fitted curve at half-maximal effect; nearly all actives have a fitted effect of over 60% in size
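Fluorescent GDP-exchange assay: 100 nM EPAC1 with 250 nM Rap1B preloaded with BODIPY-GDP and 50 uM GDP; compounds tested as concentration series, 5 min at room temperature, then read every 5 min for 30 min (ex 480/em 540 nm); normalized to 6.5 mM cAMP.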
IL-2 act – qHTS of IL-2 Activators. IL-2 activation reporter assay, cell-based qHTS; stimulated with anti-CD3/CD4/CD28 beads; in transgenic mouse T cells. activation, % (series mostly up to about 46 µM). hit rate 0.065% among 360,000; in the data active = activation above about 50%; inconclusive = mostly about 30% to 49%; also: 0% is about no effect
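Readout: EGFP and DsRed signals by fluorescent plate cytometry. Unstimulated transgenic mouse T cells received compound 60 min before antibody-bead stimulation, then incubated 18 h at 37 degrees C.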
Numbers without * were called inactive; ? = inconclusive; nt = no result given; [ ] = another dose, or the depositor's remark. Unless noted, calls follow the shape of the dose curve; as a rule, active = well fitted curve in the direction sought with a large enough effect; inconclusive = small, poorly fitted or top-dose-only effect, or another doubt; inactive = no such curve, though single readings can be large; an effect the other way counts as inactive or inconclusive.

SMILES	EPAC1 antag	WRN helicase inh	PI5P4K alpha inh	aSyn rescue	Abeta rescue	PLK1 PBD block	FUS suppressor	EPAC1 ag	IL-2 act
Cc1ccc(NC(=O)COC(=O)c2ccc[n+]([O-])c2)c(Br)c1	-3%	-11%	-2	1%	-5%	-11%	-7%	7%	0.0
COc1ccc(NC(=O)CC(NCc2ccccn2)C(=O)O)cc1 (configuration not stated)	6%	0%	-4	0%	9%	-7%	-3%	8%	-3.9
COC(=O)c1ccccc1NC(=O)CSc1n[nH]c(-c2ccncc2)n1	0%	-19%	5	6%	-3%	4%	nt	-2%	-1.6
O=C1c2cccc3cccc(c23)C(=O)N1c1ccccc1Cl	-2%	-4%	2	-9%	-12%	4%	-8%	-7%	0.3
COC(=O)C1CCN(C(=O)c2cc(OC)c(OC)c(OC)c2)CC1	10%	-1%	nt	0%	9%	-1%	-6%	-1%	-2.2
COc1ccc(NC(=O)CSc2nc3ccccc3c(=O)n2CCCC(=O)NCC2CCCO2)c(OC)c1 (configuration not stated)	-28%	-7%	1	-9%	2%	-3%	6%	7%	-1.1
COC(=O)C1=C(O)/C(=C\c2ccc(O)c(OC)c2)N=C1C	2%	-10%	nt	4%	-10%	26%	30%	6%	2.5
O=C(CNC(=O)C1COc2ccccc2O1)N/N=C\c1ccc(Br)cc1 (configuration not stated)	-26%	1%	4	-1%	16%	-12%	-9%	3%	1.9
COc1ccc(-n2nc(C(=O)NCC(=O)N3CCN(c4ccccn4)CC3)c3ccccc3c2=O)cc1Cl	-1%	-6%	-13	2%	-8%	4%	-1%	-3%	1.0
C[C@H](CO)NC(=O)c1nc[nH]c1C(=O)N[C@@H](C)c1ccccc1	1%	0%	0	-5%	0%	-9%	-14%	8%	2.4
O=C(c1ccc(Cl)c([N+](=O)[O-])c1)N(Cc1ccco1)C1CCS(=O)(=O)C1 (configuration not stated)	-16%	1%	0	-4%	1%	-14%	4%	4%	-1.2
COc1cc(/C=N/NC(=O)c2nnn(-c3nonc3N)c2C(C)C)ccc1OCc1ccccc1	-16%	-12%	1	13%	nt	-11%	34%	14%	-0.7
COc1ccc(CCNC(=O)C23CN(Cc4ccccc4)CC2C(c2cccc([N+](=O)[O-])c2)=NO3)cc1 (configuration not stated)	6%	8%	-9	2%	-2%	0%	?	-13%	-0.2
S=c1[nH]nc(CSCc2ccccc2Cl)n1C1CCCCC1	?	-7%	15	11%	-12%	-17%	31%	16%	-3.2
CC1(C)NC(=O)N(CC(O)CN2CCCCC2)C1=O (configuration not stated)	9%	7%	0	0%	-1%	-2%	24%	-1%	-0.1
CC1CC(C)CN(C(=O)COC(=O)CCC(=O)c2cccs2)C1 (configuration not stated)	8%	7%	3	0%	-6%	-14%	5%	-5%	1.0
COc1ccc(-c2cc3nc4c(c(=O)n3[nH]2)CCC4)cc1	-9%	-9%	-27	-16%	2%	-12%	52%	6%	3.2
O=C(/C=C/c1cccc([N+](=O)[O-])c1)NCCSCc1ccccc1Cl	-24%	-23%[57.1 µM]	0	3%	8%	3%	15%	3%	-2.4
Cc1ccc(N2CCN(C(=O)CCc3nc4ccccc4[nH]3)CC2)c(C)c1	-2%	0%	-10	7%	-11%	-10%	3%	-4%	-3.9
COc1ccc(CNC(=O)C2Cc3ccccc3CN2C(=O)c2ccco2)cc1 (configuration not stated)	6%	-6%	-6	3%	7%	-9%	19%	7%	-2.2

Laid out differently: results already given.
structure | EPAC1 antag | WRN helicase inh | PI5P4K alpha inh | aSyn rescue | Abeta rescue | PLK1 PBD block | FUS suppressor | EPAC1 ag | IL-2 act
CC1CC(C)CN(C(=O)COC(=O)CCC(=O)c2cccs2)C1 (configuration not stated) | 8% | 7% | 3 | 0% | -6% | -14% | 5% | -5% | 1.0
COc1ccc(-c2cc3nc4c(c(=O)n3[nH]2)CCC4)cc1 | -9% | -9% | -27 | -16% | 2% | -12% | 52% | 6% | 3.2
O=C(c1ccc(Cl)c([N+](=O)[O-])c1)N(Cc1ccco1)C1CCS(=O)(=O)C1 (configuration not stated) | -16% | 1% | 0 | -4% | 1% | -14% | 4% | 4% | -1.2
COc1ccc(CCNC(=O)C23CN(Cc4ccccc4)CC2C(c2cccc([N+](=O)[O-])c2)=NO3)cc1 (configuration not stated) | 6% | 8% | -9 | 2% | -2% | 0% | ? | -13% | -0.2
O=C(/C=C/c1cccc([N+](=O)[O-])c1)NCCSCc1ccccc1Cl | -24% | -23%[57.1 µM] | 0 | 3% | 8% | 3% | 15% | 3% | -2.4
S=c1[nH]nc(CSCc2ccccc2Cl)n1C1CCCCC1 | ? | -7% | 15 | 11% | -12% | -17% | 31% | 16% | -3.2
Cc1ccc(N2CCN(C(=O)CCc3nc4ccccc4[nH]3)CC2)c(C)c1 | -2% | 0% | -10 | 7% | -11% | -10% | 3% | -4% | -3.9

More compounds
SMILES	EPAC1 antag	WRN helicase inh	PI5P4K alpha inh	aSyn rescue	Abeta rescue	PLK1 PBD block	FUS suppressor	EPAC1 ag	IL-2 act
O=C(Nc1ccc(Br)cc1F)c1nc[nH]c1C(=O)N1CCc2ccccc2C1	7%	-5%	3	-12%	2%	4%	11%	8%	-1.2
CC(N=C1NS(=O)(=O)c2ccccc21)C(=O)N1CCc2ccccc2C1 (configuration not stated)	3%	-6%	-4	3%	18%	2%	-2%	10%	0.0
CCC(C)(C)NC(=O)Cc1ccc(OC)c(OC)c1	10%	-2%	10	nt	15%	-7%	-18%	0%	0.5
COC(=O)[C@]1(C)N[C@H](CN(C)S(=O)(=O)c2ccccc2)[C@@H]2C(=O)N(C)C(=O)[C@@H]21	6%	0%	3	-6%	-16%	-10%	-23%	-1%	-0.6
CC(C)N(C(=NCc1ccccc1)NC(=O)c1ccccc1)C(C)C	-1%	1%	6	-1%	3%	-8%	-8%	-4%	0.4
CN(CC(=O)NCC1CCCCC1)S(=O)(=O)c1ccc(Cl)cc1	12%	4%	-6	2%	-29%	-3%	-7%	-7%	-2.9

Bioassay records from PubChem BioAssay.
